Assay outcomes as filed in PubChem.
Phagocytosis inh: macrophage phagocytosis inhibition; inhibition, % at 5 µM; J774A.1 macrophage IgG-bead phagocytosis, imaging; AID 1029; actives 0.07% (n = 110,000);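 active = inhibition above the mean of the plate negative controls plus 5 SD, cut at about 13% in these data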;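 also: phagocytic index as fraction of beads internalized from green versus red external bead signal; plate controls were DMSO negative control for no effect and cytochalasin-D positive control for full effect; some results beyond the cut were filed as inactive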
NPY-Y2 antag: blocks the human neuropeptide Y Y2 receptor | P49146 | NPY-Y2 expressing cells, antagonist mode | inhibition, % at 2.7 µM | actives 0.99% (n = 140,000) | AID 793; in the data active = inhibition above about 17%;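 also: 0% = vehicle with agonist challenge and 100% = reference antagonist with challenge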
Target sequence (P49146 whole entry, looked up): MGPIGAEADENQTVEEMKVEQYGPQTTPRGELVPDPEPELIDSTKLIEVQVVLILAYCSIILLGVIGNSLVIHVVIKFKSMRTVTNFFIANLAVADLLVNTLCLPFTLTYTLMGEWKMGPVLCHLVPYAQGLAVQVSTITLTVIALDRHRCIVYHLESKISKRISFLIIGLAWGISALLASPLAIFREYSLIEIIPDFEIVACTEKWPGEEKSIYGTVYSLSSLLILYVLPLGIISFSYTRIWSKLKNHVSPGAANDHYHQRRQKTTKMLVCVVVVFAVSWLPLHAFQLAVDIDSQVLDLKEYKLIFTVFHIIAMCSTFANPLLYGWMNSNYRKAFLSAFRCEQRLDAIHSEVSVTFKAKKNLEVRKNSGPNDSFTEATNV
E-sel TNF inh: TNF alpha driven E-selectin expression inhibition | AID 1246 | inhibition, % at 2 µM | HUVEC TNFa-induced E-selectin immunofluorescence, high content | actives 0.71% (n = 120,000);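 active = inhibition above the batch mean plus 3 SD, and confirmed as a hit on visual image review, cut at about 43% in these data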;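 also: 0% = TNF-stimulated DMSO wells and 100% = unstimulated control wells; not every result past the cut was called active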
GALR2 antag: blocks the human galanin receptor 2; O43603; GALR2-expressing cells, antagonist mode; inhibition, % at 4 µM; actives 0.39% (n = 140,000); in the data active = inhibition above about 27%;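 also: cells stimulated with galanin 1-16 at roughly its EC80; 0% = agonist challenge control and 100% = basal control without agonist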
Target sequence (O43603 whole entry, looked up): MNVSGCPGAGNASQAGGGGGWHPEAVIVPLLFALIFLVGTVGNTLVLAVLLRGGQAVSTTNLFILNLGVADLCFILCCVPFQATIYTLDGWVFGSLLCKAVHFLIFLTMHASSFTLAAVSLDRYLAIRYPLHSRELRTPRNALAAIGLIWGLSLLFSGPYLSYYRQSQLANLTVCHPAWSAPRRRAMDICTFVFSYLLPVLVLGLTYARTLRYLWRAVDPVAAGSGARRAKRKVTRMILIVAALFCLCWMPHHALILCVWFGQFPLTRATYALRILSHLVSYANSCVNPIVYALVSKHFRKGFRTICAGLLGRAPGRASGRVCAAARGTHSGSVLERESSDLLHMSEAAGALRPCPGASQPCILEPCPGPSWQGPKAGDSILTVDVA
Yeast lifespan up: yeast lifespan extension; actives 0.68% (n = 130,000); AID 775; inhibition of the nicotinamide effect, % at 10 µM; S. cerevisiae growth with nicotinamide, OD615; deaD strain in restrictive glucose medium;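 active = inhibition above a set limit, placed 3 SD over the median of all compounds, cut at about 26% in these data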;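 also: 0% = nicotinamide-treated wells and 100% = cells grown without nicotinamide; some compounds called inactive have numbers as strong as hits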
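Buffer or medium: CSMM-D glucose medium, restrictive; test system: modified budding yeast, DeaD strain; compound: single dose 10 µM compound, 0.25% DMSO; schedule: culture preincubation 4 h, compound exposure 48 h, both 30 °C; detection: optical density (absorbance) at 615 nm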
Yeast growth inh: chemicals that inhibit yeast BB579 growth in restrictive medium (lifespan-shortening candidates). S. cerevisiae BB579 growth, OD615, 48 h. inhibition, % at 10 µM. actives 0.51% (n = 140,000). AID 804;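 active = inhibition above a set limit, 3 SD over the mean compound inhibition, cut at about 44% in these data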; also: inactives centre near -24
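Assay system: S. cerevisiae DeaD strain BB579 yeast. Medium: CSMM-D restrictive synthetic medium containing dextrose (glucose). Times: 4 h cell preincubation, 48 h compound exposure, 30 °C humidified. Signal: OD615 turbidity measurement. Benchmarks: positive control amphotericin B 10 µg/mL.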
Measles CPE: protection of cells from measles virus | Measles virus-infected cells, CPE protection, absorbance | protection (pct of control), % at 4 µM | actives 1.5% (n = 140,000) | AID 841; in the data active = protection mostly above about 24%, no sharp cut-off; inactive = mostly below about 26%; also: some compounds called inactive have numbers as strong as hits
MRP1 act: activates MRP-1; H69AR cells + doxorubicin, viability rescue, CellTiter-Glo; viability increase, % at 10 µM; actives 0.61% (n = 140,000);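 active = viability gain under doxorubicin at or above a set limit, the compound median plus 3 SD, cut at about 4.7% in these data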;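 also: MRP-1 overexpressing cells given doxorubicin 25 µM after compound pretreatment; 18-22 h compound pretreatment then 72 h with doxorubicin before readout; 0% = doxorubicin-only wells and 100% = vehicle-treated cells without doxorubicin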
bCat KO growth: beta-catenin-lacking colon tumor cell growth suppression | HCT116 beta-catenin knockout viability, CellTiter-Glo, 60 h; hits give low values | viability, % at 10 µM | actives 1.5% (n = 140,000) | AID 818;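 active = viability at or under a set limit, the compound median less 4 SD, cut at about 6% in these data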;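 also: 0% = Hyamine 1622 control at 20 µM and 100% = untreated cell control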
HCT116 PTEN-null: suppresses growth of cells with PTEN deletion; actives 1.2% (n = 140,000); HCT116 PTEN-null viability, CellTiter-Glo, 60 h; hits give low values; viability, % at 10 µM; AID 827;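 active = viability at or below a set limit, 4 SD under the median of all tested compounds, cut at about 3.7% in these data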;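 also: PTEN knockout HCT116 line with beta catenin targeted HCT116 as companion control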
* = called active by the depositor; . = not tested or not shown.

SMILES	Phagocytosis inh	NPY-Y2 antag	E-sel TNF inh	GALR2 antag	Yeast lifespan up	Yeast growth inh	Measles CPE	MRP1 act	bCat KO growth	HCT116 PTEN-null
Cc1ccc(Nc2nc(Cl)nc(N(C)C#N)n2)cc1	.	13	-9	23	-15	-9	34	-3.6	89	91
O=C(Cn1cnc2c(nnn2-c2ccc(F)cc2)c1=O)NCc1ccco1	-1	2	-22	-3	-5	-48	3	-0.1	90	84
CCC(=O)c1ccc(N2CCN(C(=O)c3ccc(Br)cc3)CC2)c(F)c1	1	1	.	2	-9	-65	17	-1.5	77	81
O=C(c1cccnc1)N1CCN(Cc2ccccc2Br)CC1	-2	-2	-3	21	4	-27	3	-0.4	96	98
CC(C)(C)c1ccc(C(=O)NCC(=O)OCc2ccc([N+](=O)[O-])cc2)cc1	-4	10	.	-9	-4	-2	6	-0.1	95	115
Cc1ccc(S(=O)(=O)[N-]c2nc3ccccc3nc2-n2cc[n+](CCC(C)C)c2)cc1	0	4	6	-24	-2	-6	3	-2.7	87	93
Cc1nnsc1SCCNC(=O)c1ccc(F)cc1	0	0	-21	-4	-11	-27	25	-0.2	111	103
O=C(Nc1ccc2c(c1)nc1n2CCOC1)c1ccco1	0	1	.	12	-4	-12	14	0.5	96	109
O=C(CCCSc1nc2ccccc2[nH]1)NCc1ccccc1	-12	4	.	2	-2	-2	24	1.3	92	81
O=C(O)CSCCc1ccccn1	0	1	-1	-2	-14	-27	6	-0.5	85	94
COc1ccc(OCC(=O)Nc2ccc(N3CCOCC3)c(Cl)c2)cc1	-1	4	13	-5	-17	-18	11	0.1	95	81
Cc1ccc(NC(=O)Nc2ccc(F)cc2)nc1	1	2	22	-2	-12	-11	5	-0.3	92	94
CN(CC(=O)O/N=C(\N)c1ccc([N+](=O)[O-])cc1)S(=O)(=O)c1ccc2ccccc2c1	0	3	-6	-6	-10	-32	22	-1.1	104	108
NC(=O)CSc1nnc(CNc2cccc(Cl)c2)n1CCc1ccccc1	0	2	-2	-10	-8	-44	9	-1.2	88	98
O=S(=O)(NCc1cc(-c2ccc(Cl)cc2)no1)c1ccc(Cl)cc1	.	8	12	5	-6	-63	4	-0.5	100	92
CC12c3ccccc3C(c3ccccc31)C1C(=O)N(Cc3cccnc3)C(=O)C12 (centres undefined)	-2	-2	3	3	4	-16	5	-2.4	93	93
CCCCC(=O)Nc1ccc(C(=O)NNC(=O)c2ccccc2Br)cc1	.	-1	-6	0	-15	1	6	-0.6	102	110
COc1ccccc1CNC(=O)C1CC(c2ccc([N+](=O)[O-])cc2)=NO1 (centres undefined)	-2	3	-25	-2	-14	-59	5	-1.3	102	84
COc1ccc(OC)c(NC(=O)c2ccc3c(=O)n(CCc4ccccc4)c(=S)[nH]c3c2)c1	-4	6	.	-1	-4	-21	5	-6.7	51	42
COc1ccc(/C=C/C(=O)Nc2c(C)nn(C)c2C)cc1COc1ccc(Cl)cc1Br	.	3	3	-7	.	-28	11	0.3	93	83

Pulled one by one from the entries so far (two):
SMILES	Phagocytosis inh	NPY-Y2 antag	E-sel TNF inh	GALR2 antag	Yeast lifespan up	Yeast growth inh	Measles CPE	MRP1 act	bCat KO growth	HCT116 PTEN-null
Cc1ccc(NC(=O)Nc2ccc(F)cc2)nc1	1	2	22	-2	-12	-11	5	-0.3	92	94
CN(CC(=O)O/N=C(\N)c1ccc([N+](=O)[O-])cc1)S(=O)(=O)c1ccc2ccccc2c1	0	3	-6	-6	-10	-32	22	-1.1	104	108

(next part)
SMILES	Phagocytosis inh	NPY-Y2 antag	E-sel TNF inh	GALR2 antag	Yeast lifespan up	Yeast growth inh	Measles CPE	MRP1 act	bCat KO growth	HCT116 PTEN-null
CCOC(=O)C1(CCC(C)C)CC(CSc2nc3ccccc3[nH]2)OC1=O (centres undefined)	-2	9	-30	-7	11	-62	23	-0.8	91	101
CCOC(=O)c1cnc(SC)nc1Sc1ccccc1	1	7	1	-11	-9	-22	12	0.1	85	87
COc1ccccc1S(=O)(=O)Cc1ccc(C(=O)N2CCCC2)o1	.	2	.	5	-10	-11	3	-1.9	99	100
Cc1[nH]n(-c2ccccc2)c(=O)c1/C=N/NC(=O)COc1ccccc1[N+](=O)[O-]	-3	0	.	-10	2	-41	5	-1.3	24	16
Cc1ccc(-c2nc(-c3cccnc3)sc2CC(=O)Nc2ccc(C)c(Cl)c2)cc1	0	8	5	9	-1	-36	5	-1.6	58	36
O=C(COc1cccc(Cl)c1)NNC(=S)Nc1ccccc1	-6	3	-9	-13	1	-11	8	-1.3	88	91
S=C(Nc1cccc(Cl)c1)Nc1cccc2cnccc12	-3	-11	8	30*	4	-3	13	-3.5	80	65
CC1CN(C(=O)Nc2ccc3c(c2)OCO3)CC(C)O1 (centres undefined)	0	-1	.	-6	-14	-11	21	-2.1	89	94
CCC(Oc1ccccc1)C(=O)Nc1ccc(S(=O)(=O)N2CCOCC2)cc1 (centres undefined)	.	3	0	0	-6	-21	20	-3.7	91	95
Clc1ccc(CSc2nnc(CNc3cccc(Cl)c3)o2)cc1	.	4	-2	-5	-5	-67	3	1.9	88	108
CCOC(=O)c1c(NC(=O)CSc2cn(CC)c3ccccc23)sc2c1CCC2	.	2	-1	1	1	-29	19	-0.7	85	76
COCCCN1C(=O)c2[nH]nc(-c3ccccc3O)c2C1c1ccc(Cl)cc1 (centres undefined)	0	3	10	2	-9	-53	10	-2.0	42	36
COc1cc(NC(=S)N2CCN(C(=O)C3CCCO3)CC2)c(OC)cc1Cl (centres undefined)	-4	1	.	1	-2	-20	17	-0.8	93	97
CCCn1c(SC(C(=O)Nc2cccc(OC)c2)c2ccccc2)nc2ccccc2c1=O (centres undefined)	-14	6	.	-13	-1	-40	15	-2.9	57	54
CCOCCCNC(=O)C(c1ccc(Cl)cc1)N1CCN(c2ccccc2)CC1 (centres undefined)	0	.	.	.	-3	-17	4	-3.1	84	83
CCOC(=O)c1cnc(SCCc2ccccc2)nc1N	1	8	-12	10	-16	-48	3	1.5	105	109
CC1=CC2=NC(=O)/C(=C\c3cc(C)n(-c4cccc(Cl)c4)c3C)C(=N)N2O1	0	6	.	10	-1	-28	9	2.1	87	88
CC1CCCCC1NC(=O)c1ccc(S(=O)(=O)N2CCCC2)cc1 (centres undefined)	-2	3	11	3	-4	-16	9	-1.3	102	95
CCOC(=O)c1cc2c(=O)n3cccc(C)c3nc2n(Cc2ccco2)c1=NC(=O)c1ccccc1	6	0	1	-6	9	-35	22	-1.3	35	57
O=C(NC1(C(F)(F)F)NC(=O)N(c2ccccc2)C1=O)c1cccs1 (centres undefined)	-5	3	.	8	3	-76	2	0.7	94	88
Cc1ccc(Nc2c([N+](=O)[O-])cc(C(=O)N3CC(=O)Nc4ccccc43)cc2[N+](=O)[O-])c(C)c1	.	2	.	-3	-5	-21	18	-2.9	81	72
COc1ccc(Cl)cc1-c1n[nH]c(=S)n1C	2	3	43	-8	-4	-1	3	-1.3	80	88
Cn1c(=O)c2c(n(Cc3ccccc3)c1=O)NC(=O)C2CC(=O)O (centres undefined)	0	1	8	-4	-5	-50	18	-2.9	88	93
CN(C)S(=O)(=O)Nc1ccc2c(c1)Cc1ccccc1-2	0	7	-7	20	-5	-24	17	-2.2	94	101
COC(=O)C1=CN(c2cccc(C)c2)C=C(C(=O)OC)C1c1cc(OC)c(O)c([N+](=O)[O-])c1	-1	-3	-1	-14	2	-41	9	-3.5	63	64
COc1ccc(NC2=Nc3ccccc3CC2)cc1	-1	7	-18	14	3	-25	8	-3.3	89	88
COC(=O)C(CC(C)C)NC(=O)c1ccc(F)cc1 (centres undefined)	2	2	.	7	-5	-24	16	0.1	93	97
CCCCC1NC(C(=O)O)CS1 (centres undefined)	-11	1	19	3	2	-44	10	-0.9	102	100
COc1cc(CN2CCC(C(=O)N3CCN(c4ccccc4F)CC3)CC2)ccc1O	-1	4	.	-2	-7	-11	0	-2.8	81	81
Cc1cccc(N(Cc2ccccc2F)S(C)(=O)=O)c1	0	3	-50	9	-3	-43	27	-3.0	91	86
CN(C)C(=O)C1(c2ccccc2)CCN(S(=O)(=O)c2ccccc2)CC1	-3	6	-29	7	-11	-27	3	0.3	89	81
COC(=O)/C(=C/c1ccccc1)NC(=O)c1ccco1	-3	4	16	2	6	-24	9	-1.3	86	91
CC(C)CCNC(=O)NC(=O)COc1ncnc2sccc12	-1	1	-31	-14	-1	-2	20	-2.4	94	100
CC1CCN(C(=O)c2ccc(SCc3ccccc3F)c([N+](=O)[O-])c2)CC1	-3	7	9	-7	0	-20	30	-3.5	90	87
COc1cc(CNCCN(C)C)c(Br)cc1OCC(=O)NCc1ccccc1	-5	3	.	4	11	-8	25	-3.0	92	110
COc1ccc(CNC(=S)Nc2ccc(OC)cc2)cc1	-4	2	7	3	2	-6	19	-0.7	91	100
CCC(=O)NCCc1nc2cc(NC(=O)c3ccccc3OC)ccc2n1C	1	0	1	0	11	-34	2	1.1	114	111
O=S(=O)(NCc1ccccc1)c1ccc(S(=O)(=O)N(Cc2ccccn2)C2CCCC2)cc1	.	-2	-17	12	.	-8	8	-4.2	79	77
O=C(c1ccco1)N1CCN=C1SCc1ccc(F)cc1	-1	3	-29	-3	-13	-22	17	6.0*	115	108
COc1cccc(-c2nnc(SCC(=O)Nc3ccc(S(N)(=O)=O)cc3)n2C)c1	-1	-1	.	-1	-6	-34	6	-1.5	96	110
CCOc1ccccc1OCC(=O)Nc1ccc(Cl)cc1Cl	.	1	15	1	-26	-7	0	-0.8	98	89
COc1ccc(OC)c(C2CC(=O)C3=C(C2)NC(=O)CC3c2ccc(O)c(OC)c2)c1 (centres undefined)	.	3	-5	-7	-9	-41	6	-2.0	86	90
Cn1c(=O)c2c(nc(Oc3ccc4c(c3)OCO4)n2Cc2ccc(F)cc2)n(C)c1=O	0	3	-34	-10	2	-47	23	-1.0	96	93
COC(=O)C1=C(C)N(Cc2ccco2)C(=O)N[C@H]1c1ccc(Br)cc1	.	1	.	4	3	-3	7	-3.9	80	84
O=C(COc1ccc(S(=O)(=O)NC2CCCCC2)cc1)NCc1cccnc1	-2	4	-2	-4	-6	-60	5	-2.4	107	92
O=C(CC1Nc2ccccc2NC1=O)NCCCN1CCCCCC1 (centres undefined)	0	-1	-5	-3	-1	-40	10	-0.8	97	92
COc1ccc(NC(=O)CN(c2cccc(C(F)(F)F)c2)S(C)(=O)=O)cc1OC	-1	1	-24	-3	-8	-15	3	-0.7	101	106
CC(Oc1ccc2c(-c3ccccc3)cc(=O)oc2c1)C(=O)O (centres undefined)	-1	1	29	6	-16	-12	31	-1.5	96	98
COC(=O)c1sccc1NC(=O)c1ccc(Cl)s1	-1	6	-16	0	-9	-59	18	-1.7	85	94
Cc1cccc(C(=O)NNC(=O)C2CCCO2)c1 (centres undefined)	.	0	22	-1	-11	-2	2	-1.1	86	84
O=C(CSc1nnc(CNc2ccc(F)cc2)o1)N1CCN(C(=O)c2ccco2)CC1	-1	1	.	16	-1	-4	11	0.4	96	96
